Screening results as filed in PubChem.
HepG2 viability: qHTS for Inhibitors of TGF-b: Cytotox Counterscreen; Potency, µM (doses to about 46.1 µM), without a hit: top-dose activity change, negative = cytotoxicity, usual class: cytotoxic; HepG2 CAGA-GFP viability, ATP luminescence, 18 h; hit rate 0.76% among 410,000; AID 588856, 2011; further: potency means the concentration at half of the fitted maximal effect; some results filed as inactive show a strong effect at the top dose
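CellTiter-Glo luminescence gave cytotoxicity after 18 hours at 37 degrees C. The cells were HepG2 CAGA-GFP in 1% FBS DMEM, stimulated with 500 pg/mL TGF-beta after compound addition. %Activity was normalised to no-cell wells (complete cell-killing) and DMSO (no toxicity), and curves were fitted and classified.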
TGFb SMAD3 inh: qHTS for Inhibitors of TGF-b. Potency, µM (titrated, usually from 46.1 µM), inactives show top-dose activity, negative = inhibition, actives largely listed as inhibitors. hit rate 1.2% among 410,000. HepG2 CAGA-GFP TGF-b/SMAD3 reporter, GFP fluorescence, 18 h; TGF-beta stimulated, 500 pg/mL final; further: potency means the concentration at half of the fitted maximal effect; on the % scale 0 is the no-effect control and ±100 the full control effect; nearly all actives have a fitted effect of over 65% in size
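GFP signal (ex488/em500-530) from TGF-beta-stimulated HEPG2 CAGA-GFP cells, 500 pg/mL final, 18 h at 37 degrees C in DMEM plus 1% FBS, normalized to unstimulated and DMSO-stimulated controls.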
Nrf2 activator: qHTS of Nrf2 Activators; AREc32 ARE-luciferase reporter (MCF7-derived line), luminescence, 24 h; Potency, µM (top dose mostly 46.1 µM), for the others: top-dose activation, most hits filed as activators; hit rate 0.31% among 410,000; AID 624171, 2012; further: potency means the concentration at half of the fitted maximal effect; % of control where 0% means no effect; nearly all actives have a fitted effect of over 65% in size
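ARE-driven firefly luciferase activity in AREc32 cells measured after a 24 hr compound exposure at 37 deg C, using Steady-Glo reagent and a 30 min room-temperature hold.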
ATXN viability: Viability Counterscreen for Primary qHTS for Inhibitors of ATXN expression; S2 cells (HEK-293 line with an ATXN2-luciferase reporter) viability, CellTiter-Fluor protease fluorescence, 24 h; Potency, µM (titrated, usually from 56.7 µM), usual class: cytotoxic; hit rate 0.49% among 400,000; AID 651635, 2014; further: potency means the concentration at half of the fitted maximal effect; nearly all actives have a fitted effect of over 40% in size
A549 viability: Nrf2 qHTS screen for inhibitors: counterscreen for cytotoxicity | A549 ARE-Fluc cells, CellTiter-Fluor viability, 18-24 h | Potency, µM (titrated, usually from 46 µM), for the others: at the highest dose activity change, negative = cytotoxicity, actives largely listed as inhibitors | hit rate 0.16% among 390,000 | AID 504648, 2011; further: potency means the concentration at half of the fitted maximal effect; on the % scale 0 is the no-effect control and ±100 the full control effect
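Cytotoxicity counterscreen: CellTiter-Fluor fluorescence was measured in A549 ARE_Fluc cells after 18-24 h of compound exposure in a concentration series. The subsequent BugLite luminescent read reports ARE-luciferase activity.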
EPAC2 ag: qHTS for Agonist of cAMP-regulated guanine nucleotide exchange factor 4 (EPAC2): primary screen. EPAC2 activation, biochemical qHTS; response scale: 100% = 6.5 mM cAMP response. Potency, µM (series often up to 154 µM), without a hit: top-dose activation, usual class: activators. hit rate 0.079% among 360,000. AID 720711, 2013; further: potency means the concentration at half of the fitted maximal effect; nearly all actives have a fitted effect of over 50% in size
Target sequence (Q8WZA2 whole entry, looked up): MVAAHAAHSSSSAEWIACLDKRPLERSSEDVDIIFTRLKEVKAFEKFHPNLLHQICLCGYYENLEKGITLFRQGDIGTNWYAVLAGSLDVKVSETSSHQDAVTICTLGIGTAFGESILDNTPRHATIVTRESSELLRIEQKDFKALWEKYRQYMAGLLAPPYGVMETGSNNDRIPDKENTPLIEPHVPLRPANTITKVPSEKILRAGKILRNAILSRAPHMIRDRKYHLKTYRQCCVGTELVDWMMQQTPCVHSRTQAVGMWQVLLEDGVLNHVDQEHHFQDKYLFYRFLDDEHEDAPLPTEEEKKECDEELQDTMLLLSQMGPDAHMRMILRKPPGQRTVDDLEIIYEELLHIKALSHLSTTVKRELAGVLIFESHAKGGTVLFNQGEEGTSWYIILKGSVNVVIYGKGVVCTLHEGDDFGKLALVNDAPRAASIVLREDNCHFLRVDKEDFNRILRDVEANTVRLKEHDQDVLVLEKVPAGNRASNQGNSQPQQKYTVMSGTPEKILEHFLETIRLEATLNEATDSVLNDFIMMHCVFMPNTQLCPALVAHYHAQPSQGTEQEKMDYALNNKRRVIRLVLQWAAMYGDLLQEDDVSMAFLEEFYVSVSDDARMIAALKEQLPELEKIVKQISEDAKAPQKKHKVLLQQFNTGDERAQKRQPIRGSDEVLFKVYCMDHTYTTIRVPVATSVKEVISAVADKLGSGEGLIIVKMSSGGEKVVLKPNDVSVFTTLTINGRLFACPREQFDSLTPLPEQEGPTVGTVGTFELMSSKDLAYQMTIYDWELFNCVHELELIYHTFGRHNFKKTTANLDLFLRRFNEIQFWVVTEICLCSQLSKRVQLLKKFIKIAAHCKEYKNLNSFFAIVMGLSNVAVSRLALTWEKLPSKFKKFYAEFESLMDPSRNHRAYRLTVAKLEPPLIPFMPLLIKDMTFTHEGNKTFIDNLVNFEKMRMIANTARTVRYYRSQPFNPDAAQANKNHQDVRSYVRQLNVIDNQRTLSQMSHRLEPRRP
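EPAC2 (100 nM) mixed with Rap1B loaded with BODIPY-GDP (250 nM) plus 50 uM unlabeled GDP; compounds pinned in, 5 min RT, then read every 5 min for 30 min (ex 480, em 540 nm). Normalized to cAMP control.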
IL-2 act: qHTS of IL-2 Activators; IL-2 activation reporter assay, cell-based qHTS; stimulated with anti-CD3/CD4/CD28 beads; in transgenic mouse T cells; activation, % (series mostly up to about 46 µM); hit rate 0.065% among 360,000; AID 652025, 2013; in the data active means activation above about 50%; inconclusive means mostly about 30% to 49%; further: 0% is about no effect
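Unstimulated transgenic mouse T cells; 60-min compound exposure; bead-based TCR/CD4/CD28 stimulation; 18 h culture, 37 degrees C; dual fluorescence (EGFP, DsRed) plate cytometry.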
Nrf2 inh: Nrf2 qHTS screen for inhibitors; A549 ARE-Fluc reporter, luciferase luminescence, 18-24 h; Potency, µM (top dose mostly 46 µM), for inactives: at the highest dose activity change, negative = inhibition, actives largely listed as inhibitors; hit rate 2.1% among 360,000; AID 504444, 2011; further: potency means the concentration at half of the fitted maximal effect; on the % scale 0 is the no-effect control and ±100 the full control effect; nearly all actives have a fitted effect of over 60% in size
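Cells were seeded and rested 2 h, then exposed to compounds for 18-24 h. CellTiter-Fluor was read first as a viability measure. BugLite was added 15 min before the final luminescent read of ARE-luciferase activity in A549 cells.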
ATXN2 expr inh: Primary qHTS for Inhibitors of ATXN expression. Potency, µM (highest dose often 57 µM), for the others: top-dose activity change, negative = inhibition, actives largely listed as inhibitors. hit rate 0.72% among 360,000. HEK-293 ATXN2-luciferase reporter, luminescence, 24 h; further: potency means the concentration at half of the fitted maximal effect; on the % scale 0 is the no-effect control and ±100 the full control effect; nearly all actives have a fitted effect of over 55% in size
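ATXN2-luciferase reporter cells (luciferase flanked by upstream and downstream ATXN2 gene portions) were treated 24 h at 37 °C with compounds at up to 57 uM. SteadyGlo luminescence gave expression; GF-AFC fluorescence gave viability.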
An asterisk follows results filed as active; i = inactive; ? = inconclusive; nt = no result given; & = joins results of further samples; [ ] = remark or other dose. Unless noted, the call rests on the fitted dose curve; in most records, active means well fitted curve in the direction sought with a large enough effect; inconclusive means small, poorly fitted or top-dose-only effect, or another doubt; inactive means no such curve, though single readings can be large; an effect the other way counts as inactive or inconclusive.

The line under a structure holds: HepG2 viability | TGFb SMAD3 inh | Nrf2 activator | ATXN viability | A549 viability | EPAC2 ag | IL-2 act | Nrf2 inh | ATXN2 expr inh
1: Cc1nn(-c2ccccc2)nc1C(=O)Nc1cccc(C(=O)NC2CC2)c1
 : -15% | -1% | -0.7% | ? | nt | 4% | 0.8 | nt | nt
2: O=C(CCCN1C(=O)c2ccccc2C1=O)Nc1cccc(S(=O)(=O)NC2=NCCC2)c1
 : -42% | -23% | -0.6% | i | 1% | 10% | -0.3 | ? | -19%
3: CCOc1cccc2sc(N(CCN(CC)CC)C(=O)c3cccc(N4C(=O)CCC4=O)c3)nc12
 : -11% | -3% | -0.2% | i | -13% | 8% | -2.4 | -4% | -12%
4: COc1cc(/C=N\NC(=O)C2COc3ccccc3O2)cc(OC)c1O (stereo not given)
 : -15% | 2% | 27% | i | 0% | -6% | -2.4 | 9% | 6%
5: Cc1cc(OCc2cn(CC(=O)c3ccc(O)cc3)nn2)ccc1[N+](=O)[O-]
 : -13% | -1% | 1.1% | i | 2% | 16% | -0.6 | -13% | -32%
6: CC(=O)c1ccc(NC(=O)CSc2nc3[nH]ncc3c(=O)[nH]2)cc1
 : 9% | -10% | -0.3% | i | -3% | -2% | 0.0 | ? | 12%
7: CCCS(=O)(=O)NC(=O)C1(C)CCCN(C(=O)c2ccccc2OC(F)(F)F)C1 (stereo not given)
 : -2% | 12% | 0.1% | i | nt | 9% | 0.0 | nt | 8%
8: CCN(CC)CCCNC(=O)c1cn(CC)c2ccc(S(=O)(=O)N3CCc4ccccc4C3)cc2c1=O
 : -37%&-23% | 0%&-42% | 0.1%&-0.2% | i | 1%&0% | 1% | -0.1 | -8%&10% | 3%&-20%
9: CC(=O)Nc1ccc(Oc2cncc(Cl)c2)nc1
 : -31% | -14% | -0.1% | i | -3% | 4% | -0.5 | 25% | 0%
10: CN(C)C(CNC(=O)CCc1nc2cc(Cl)ccc2n(Cc2ccccc2)c1=O)c1ccccc1 (stereo not given)
 : -13% | ? | 7.3% | ? | ? | 20% | 1.3 | 1% | -10%
11: CSCCC(NC(=O)c1ccccc1Br)C(=O)Nc1ccc(C)cc1 (stereo not given)
 : -7% | -10% | -0.3% | i | 6% | -4% | -0.3 | 4% | 6%
12: CCOC(=O)CSc1nc(=O)n2ccc(C)cc2n1
 : -3% | -3% | 0.2% | i | 6% | 8% | -1.0 | 2% | 3%
13: Cc1ccccc1NC(=O)C1CCN(c2cnccn2)CC1
 : -11% | -5% | -0.7% | i | -8% | 2% | -2.9 | 0% | 2%
14: CCCc1nc2c(c(=O)c3ccccc3n2C)c(=O)n1-c1ccc(F)cc1
 : -15% | -8% | 2.3%[9.22 µM] | i | 0% | 8% | 0.0 | 10% | -5%
15: COc1ccccc1-c1cnc(C(O)c2ccc(CN3CCCC3)cc2)[nH]1 (stereo not given)
 : -1% | 3% | -0.8% | i | nt | -8% | -0.2 | nt | -4%
16: O=C1C(=O)N(CCO)C(c2ccccc2)/C1=C(\O)c1ccccc1 (stereo not given)
 : -3% | 3% | 0.3% | i | 4% | -3% | -3.2 | 29% | 8%
17: Cc1c(CCC(=O)O)c(=O)oc2cc(OCc3cccc(F)c3)ccc12
 : -4% | 41%[activator] | 1.6% | i | 1% | 6% | 2.4 | 0% | 5%
18: COc1ccc(-n2ncc(C(=O)N3CCN(Cc4ccccc4)CC3)c2C2CCN(C(=O)OC(C)(C)C)CC2)cc1
 : -5% | -5% | -0.2% | nt | -12% | nt | nt | 1% | nt
19: O=C(CN1C(=O)S/C(=C\c2ccccc2)C1=O)NCCCn1ccnc1
 : -3% | 7% | 2.7% | i | 2% | 6% | -3.4 | 2% | 8%
20: Cc1ccc2c(c1)[C@H]1[C@H](CO2)[C@H](c2ccccc2)[C@]2(C)C(=O)Nc3ccc(Cl)cc3C(=O)N12
 : 2% | 5% | -2.1% | i | -3% | 9% | 0.1 | 20% | 1%

21: C/C(=N\Nc1nc2ccccc2nc1C)c1ccccc1O
22: O=C(CCN1C(=O)/C(=C/c2ccc(F)cc2)SC1=S)NNC(=O)c1ccncc1
23: Cc1ccc(CN(Cc2ccco2)C(=S)NCC(=O)NC2CC2)cc1
24: COCCn1c(=NC(=O)CCS(=O)(=O)c2ccccc2)sc2ccccc21
25: COC(=O)C(NC(C)=O)(Nc1ccccc1)C(=O)OC
26: Cc1ccc(-c2nnc3c4ccccc4c(-c4ccccc4)nn23)cc1

assay / entry,21,22,23,24,25,26
HepG2 viability,-17%,-12%,5%,-25%,-5%,-9%
TGFb SMAD3 inh,-24%,-3%,-12%,?,-4%,-3%
Nrf2 activator,6.1%,0.9%,0.2%,7.2%,-0.7%,3.3%
ATXN viability,?,i,i,?,i,nt
A549 viability,-14%,5%,2%,-1%,-1%,6%
EPAC2 ag,3%,10%,13%,6%,4%,nt
IL-2 act,-1.6,1.5,1.4,-5.0,-3.2,nt
Nrf2 inh,0%,10%,-3%,?,2%,11%
ATXN2 expr inh,-21%,nt,nt,8%,-7%,nt

27: Cc1cccc(C)c1OCC(=O)Nc1oc(-c2ccccc2)c(-c2ccccc2)c1C#N
28: COc1ccc(S(=O)(=O)N(C)C[C@H]2Oc3c(NC(=O)CCC(F)(F)F)cccc3C(=O)N([C@H](C)CO)C[C@@H]2C)cc1
29: CCOc1ccccc1NC(=O)CSc1nc2c(c(=O)n(C)c(=O)n2C)n1C
30: CCOCCCNC(=O)COC(=O)/C=C/c1ccc(S(=O)(=O)N2CCc3ccccc32)cc1
31: O=C(c1ccccc1Cc1ccccc1)N1CCN(S(=O)(=O)c2ccc(F)cc2)CC1
32: CN(C)c1cccc(C(=O)Nc2nc3ccccc3[nH]2)c1

assay / entry,27,28,29,30,31,32
HepG2 viability,-5%,-6%,-9%,7%,11%,-12%
TGFb SMAD3 inh,13µM*,-3%,3%,-9%,-7%,2%
Nrf2 activator,1.3%,-1.0%,-0.7%,-0.1%,0.6%,-1.6%
ATXN viability,i,i,i,i,i,i
A549 viability,?,-3%,-1%,-3%,-11%,0%
EPAC2 ag,13%,-2%,1%,6%,5%,20%
IL-2 act,-3.4,0.5,-1.1,-0.4,-1.7,-2.6
Nrf2 inh,?,-10%,-9%,-3%,6%,?
ATXN2 expr inh,-1%,6%,5%,-5%[11.3 µM],1%,?

Three successive compounds already listed:
30: CCOCCCNC(=O)COC(=O)/C=C/c1ccc(S(=O)(=O)N2CCc3ccccc32)cc1
31: O=C(c1ccccc1Cc1ccccc1)N1CCN(S(=O)(=O)c2ccc(F)cc2)CC1
32: CN(C)c1cccc(C(=O)Nc2nc3ccccc3[nH]2)c1

assay / entry,30,31,32
HepG2 viability,7%,11%,-12%
TGFb SMAD3 inh,-9%,-7%,2%
Nrf2 activator,-0.1%,0.6%,-1.6%
ATXN viability,i,i,i
A549 viability,-3%,-11%,0%
EPAC2 ag,6%,5%,20%
IL-2 act,-0.4,-1.7,-2.6
Nrf2 inh,-3%,6%,?
ATXN2 expr inh,-5%[11.3 µM],1%,?

(more compounds)
33: O=C(COC(=O)c1ccccc1-n1cnnn1)c1ccc(F)cc1
34: COCC(=O)Nc1nc2ccccc2s1
35: O=C(COC(=O)c1cc(Br)ccc1O)NNC(=O)c1ccc([N+](=O)[O-])cc1
36: Cc1ccc(-c2nc(-c3ccccn3)sc2CC(=O)O)cc1
37: Cc1cccc(S(=O)Cc2ccc(C(=O)N3CCN(C(=O)c4ccco4)CC3)o2)c1 (stereo not given)
38: O=C1CC(c2ccccc2)CC(=NCCO)/C1=C(\O)CCCN1C(=O)c2ccccc2C1=O (stereo not given)

assay / entry,33,34,35,36,37,38
HepG2 viability,-3%,-2%,17%,1%,-3%,0%
TGFb SMAD3 inh,5%,-26%,5%,1%,6%,5%
Nrf2 activator,3.0%,0.8%,-0.4%,-1.1%,-0.6%,2.0%
ATXN viability,i,i,i,i,i,i
A549 viability,0%,3%,0%,1%,-4%,-4%
EPAC2 ag,9%,-2%,-5%,6%,-3%,-10%
IL-2 act,-1.7,-1.0,-0.4,0.2,2.1,-0.4
Nrf2 inh,?,14%,?,7%,-26%,-30%
ATXN2 expr inh,75%[activator],28%,0%,nt,3%,13%

39: COC(=O)c1c(NC(=O)COC(=O)c2ccc(Cl)cc2[N+](=O)[O-])sc2c1CCCCC2
40: CC(C)[C@H](NC(=O)c1ccco1)C(=O)OCc1cc(=O)n2c(n1)sc1ccccc12
41: CCOC(=O)c1c(S(=O)(=O)Nc2ccc(C)c(F)c2)c(C)n(C)c1C
42: CCOP(=O)(OCC)C(C#N)=C1SCN(c2ccc(Cl)cc2)CS1
43: CN(CC(=O)Nc1ccc(F)c(F)c1F)C(=O)C1CCC1
44: COc1cccc(Nc2nc(-c3sc(C)nc3C)cs2)c1

assay / entry,39,40,41,42,43,44
HepG2 viability,4%,2%,-1%,-25%,12%,-40%
TGFb SMAD3 inh,-1%,0%,9%,-4%,7%,?
Nrf2 activator,-0.7%,-0.1%,-0.7%,2.0%,0.1%,-0.7%
ATXN viability,i,i,i,i,i,?
A549 viability,5%,5%,-2%,-11%,1%,1%
EPAC2 ag,3%,-4%,2%,-16%,2%,13%
IL-2 act,-2.5,-2.8,2.2,-2.4,-0.7,0.0
Nrf2 inh,-12%,8%,1%,-2%,2%,6%
ATXN2 expr inh,-12%,-12%,nt,-3%,-11%,nt

The order is random. About 4.3% of those tested had a hit in this group.
